# NTR1 ag = agonists of NTR1, primary screen, imaging, U2OS cells, beta-arrestin-GFP, high content (AID 493036); Neurotensin receptor type 1 (Homo sapiens), P30989; NTR1-U2OS beta-arrestin-GFP spot imaging, agonist mode; activation, % at 20 µM; actives 0.17% (n = 330,000);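 active = activation at or above 40% of the spot to cytoplasm intensity ratio, with at least 20 cells analyzed; inconclusive = wells under 20 cells, flagged as cytotoxic or low count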;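 note: 0% = DMSO without peptide and 100% = 100 nM NTR1 peptide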
# Target sequence (P30989 whole entry, looked up): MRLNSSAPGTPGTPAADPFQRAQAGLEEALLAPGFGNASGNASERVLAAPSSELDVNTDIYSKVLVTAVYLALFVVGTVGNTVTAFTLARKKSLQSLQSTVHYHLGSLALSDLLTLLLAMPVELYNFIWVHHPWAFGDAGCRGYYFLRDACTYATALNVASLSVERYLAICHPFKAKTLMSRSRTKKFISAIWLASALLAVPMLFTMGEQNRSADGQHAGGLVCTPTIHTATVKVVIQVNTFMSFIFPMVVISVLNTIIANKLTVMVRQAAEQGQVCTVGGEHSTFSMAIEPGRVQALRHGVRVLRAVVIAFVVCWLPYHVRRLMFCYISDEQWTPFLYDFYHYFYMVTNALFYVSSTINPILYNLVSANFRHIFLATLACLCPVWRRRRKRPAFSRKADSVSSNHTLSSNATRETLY
# GPR55 antagonists = GPR55 antagonists blocking LPI-driven arrestin recruitment, primary screen, imaging, U2OS, beta-arrestin-GFP, LPI agonist (AID 2013). G-protein coupled receptor 55 (Homo sapiens). U2OS GPR55 beta-arrestin-GFP translocation imaging, LPI antagonism; higher % means a stronger effect. one-dose inhibition, % at 10 µM; IC50 in µM for titrated hits. actives 0.13% (n = 290,000);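 active = spots per cell inhibited over 60%, with over 100 cells counted and total cytoplasm intensity under 500,000; inconclusive = wells with under 100 cells, flagged as likely toxic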;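 note: U2OS cells stably carrying GPR55 and arrestin-GFP stimulated by 5 µM LPI near EC80; imaged beta-arrestin-GFP aggregate spots per cell after agonist stimulation; plate controls were LPI-stimulated DMSO wells for no effect and DMSO wells without LPI for full effect; some results filed as inactive read as strong as hits; confirmed hits need IC50 under 10 µM and bright autofluorescent wells are also inconclusive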
# HIV peptide binding = inhibitors of HIV fusion peptide binding, primary screen, biochemical, uHTS, fluorescence dequenching (AID 1986) | cell-free peptide binding, fluorescence dequenching, 30 min; higher % means a stronger effect | inhibition, % at 20 µM, or IC50 in µM where a hit was titrated | actives 0.3% (n = 290,000); in the data active = inhibition mostly above about 52%, no sharp cut-off; inactive = mostly below about 76%; note: some results filed as inactive read as strong as hits
# MgcRacGAP inhibition = MgcRacGAP GTPase-activating activity inhibitors, confirmation, biochemical, ADP Hunter fluorescence. actives 0.6% (n = 340,000). AID 624330, 2012. MgcRacGAP-stimulated Rac1 GTP hydrolysis, ADP Hunter fluorescence; higher % means a stronger effect; GST-tagged Rac1 F28L mutant substrate. Rac GTPase-activating protein 1 (Homo sapiens). inhibition, % at 30 µM, or IC50 in µM where a hit was titrated;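 active = first-screen hits whose inhibition reached a set limit at any dose in the follow-up dose series; inconclusive = inhibition above the set first-screen limit but never retested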;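 note: fluorescence reports GDP produced by GAP-driven GTP hydrolysis; strong numbers were not always called active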
# SIAH1 antagonists = Siah-1 peptide-binding antagonists, primary screen, biochemical, fluorescence polarization, rhodamine-plectin, uHTS (AID 1817). E3 ubiquitin-protein ligase SIAH1 (Homo sapiens). Siah-1 / rhodamine-plectin peptide fluorescence polarization; higher % means a stronger effect. displacement, % at 20 µM, or IC50 in µM where a hit was titrated. actives 0.02% (n = 290,000);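 active = displacement of at least 50% at 20 µM, with a fluorescence ratio check between 0.3 and a set limit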;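 note: plate controls were Siah plus tracer with DMSO for no effect and tracer alone without Siah for full effect; strong numbers were not always called active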
# LYP phosphatase = inhibitors of LYP phosphatase, biochemical, fluorescence intensity, uHTS (AID 1779). Tyrosine-protein phosphatase non-receptor type 22 (Homo sapiens). one-dose inhibition, % at 11.5 µM; IC50 in µM for titrated hits. actives 0.054% (n = 290,000). recombinant LYP phosphatase, fluorescence intensity; higher % means a stronger effect; in the data active = inhibition above about 50%;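 note: plate controls were vehicle with enzyme for no effect and no enzyme for full effect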
# GPR35 arrestin U2OS = GPR35 antagonists blocking zaprinast-driven arrestin recruitment, primary screen, imaging, U2OS, beta-arrestin-GFP, zaprinast agonist (AID 2058); actives 0.052% (n = 290,000); U2OS GPR35 beta-arrestin-GFP translocation imaging, zaprinast antagonism; higher % means a stronger effect; inhibition, % at 10 µM, or IC50 in µM where a hit was titrated; G-protein coupled receptor 35 (Homo sapiens);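 active = inhibition of at least 50% with at least 30 cells and total cytoplasm GFP at most 10,000,000; inconclusive = under 30 cells or total GFP of 10,000,000 plus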
# Myeloid diff 2 = induction of myeloid progenitor differentiation, primary screen, cell-based, flow cytometry, MLPCN library. actives 1% (n = 360,000). ER-HoxA9 myeloid progenitors, lysozyme-GFP differentiation. calls only at 10 µM. AID 624256, 2012;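 active = normalized GFP-positive differentiation at or above the plate's own cutoff, the solvent-only control mean plus 3 SD; inconclusive = no clear call, values can overlap the other calls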;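 note: cells exposed to compound for four days before flow analysis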
# PhoP inhibition = inhibitors of PhoP regulon expression, primary screen, Salmonella Typhimurium, GFP reporter (AID 1863) | actives 0.16% (n = 300,000) | inhibition, % at 50 µM, or IC50 in µM where a hit was titrated | S. Typhimurium PhoP-regulated promoter GFP reporter, 4 h; higher % means a stronger effect;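 active = inhibition over 29.93%, a cutoff 3 SD above the screen mean, later confirmed by dose response; inconclusive = inhibition over 29.93% but no dose response follow-up; inactive = inhibition at most 29.93% or unconfirmed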;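 note: 0% = low Mg2+ inducing control and 100% = high Mg2+ repressing control; strong numbers were not always called active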
# NTR1 ag cell count 20 µM = recorded beside NTR1 ag, whose call it bears; cell count; measured here: cell count, cytotoxicity flag
# Myeloid diff 2 GFP+ MAC1+ % = second read-out of Myeloid diff 2, no call of its own (marks repeat the call); GFP+ MAC1+ double positive, %; measured here: differentiation confirmed by MAC1 staining
# Numbers without * were called inactive; i = inactive; ? = inconclusive; · = no result given.
SMILES,NTR1 ag,NTR1 ag cell count 20 µM,GPR55 antagonists,HIV peptide binding,MgcRacGAP inhibition,SIAH1 antagonists,LYP phosphatase,GPR35 arrestin U2OS,Myeloid diff 2,Myeloid diff 2 GFP+ MAC1+ %,PhoP inhibition
COC(=O)c1ccc(C2c3c(oc4ccccc4c3=O)C(=O)N2CCCN2CCOCC2)cc1 (centres undefined),4.9,47,-1.9%,0.4%,1.7%,-1.5%,3.8%,-2.7%,i,0.9,3.9%
COc1ccc(N2CCN(CC(=O)Nc3nc(C)cs3)CC2)cc1,0.9,72,8.5%,-0.6%,?,4.6%,-5.2%,-14.1%,i,0.4,10.7%
CCOc1ccc(C(=O)NC(=S)NCc2cccnc2)cc1,-1.1,35,6.9%,-2.3%,3.4%,10.5%,-9.5%,1.5%,i,0.7,8.1%
CCCN(C(=O)CSc1cc(-c2ccccc2)c2ccc(OC)cc2n1)C1CCS(=O)(=O)C1 (centres undefined),3.9,40,7.3%,2.1%,5.0%,4.0%,0.4%,5.4%,i,0.4,1.0%
COc1ccccc1NS(=O)(=O)c1cc(NC(=O)c2cccs2)ccc1N1CCOCC1,1.1,59,1.0%,-0.7%,6.1%,3.2%,-3.9%,-14.5%,i,0.0,4.0%
COc1cc(/C=C2\C(=N)N3N=CSC3=NC2=O)cc(Br)c1OC(=O)c1ccco1,5.2,89,3.8%,37.4%,22.2%,-3.4%,-8.9%,14.9%,i,0.2,-6.4%
Cc1cc(/C=C2/NC(=O)NC2=O)c(C)n1-c1ccc(C#N)cc1,2.0,57,14.7%,2.3%,4.3%,-6.0%,-3.7%,-7.5%,i,0.2,-4.3%
COC(C/C=C\[C@H](O)[C@@H](C)OCc1ccccc1)OC,-4.1,108,·,·,12.4%,·,·,·,?,·,-4.0%
CC(C)/C=N\NC(=O)CCCCC(=O)N/N=C/C(C)C,0.2,100,2.2%,-2.6%,15.0%,6.6%,-5.0%,-6.8%,i,0.2,3.0%
Cc1cc(NC(=O)CN2CCN(S(=O)(=O)c3ccc4ccccc4c3)CC2)no1,-0.3,55,9.3%,-0.4%,-8.2%,-0.1%,-6.5%,-11.1%,i,1.5,27.8%
COc1ccc(CONc2ncnc3nonc23)cc1[N+](=O)[O-],0.1,35,-11.5%,-0.9%,2.6%,5.8%,-2.3%,3.2%,i,0.1,-4.2%
O=C(CN1CCCCC1)Nc1ccccc1-c1ccccc1,3.7,44,-7.7%,54.8%,6.8%,0.4%,-10.6%,14.3%,i,4.5,12.2%
CCN1C(=S)N[C@@H](CCc2ccccc2)C(C(=O)OC)=C1C,-0.9,93,-8.0%,2.6%,5.8%,7.0%,-10.5%,-7.1%,i,1.1,10.1%
CCOC(=O)c1cnn(-c2ncnc3sc4c(c23)CCC4)c1N,2.5,58,-3.7%,-1.5%,7.3%,3.0%,-9.4%,-11.0%,i,6.6,8.2%
O=C(CCCCCNC(=O)c1ccccc1)N/N=C/c1ccco1,0.7,78,2.6%,0.0%,13.7%,-1.2%,-4.1%,-6.2%,i,0.6,5.1%
CCOC(=O)N1CCN(C(=O)COC(=O)Cc2ccc(OC)cc2)CC1,-1.5,48,10.6%,-1.5%,10.3%,-5.4%,-12.7%,19.9%,i,0.3,4.0%
CCCn1c(N2CCN(S(=O)(=O)Cc3ccccc3)CC2)nc2ccccc21,-1.1,92,-5.1%,-0.7%,-6.1%,0.1%,-4.4%,5.5%,i,0.5,-7.8%
COc1c(C)cc(C(=O)C2CCCN(C(=O)c3cc(C4CC4)[nH]n3)C2)cc1C (centres undefined),-0.4,64,3.4%,-0.7%,5.7%,0.7%,-5.7%,-8.4%,i,1.8,-2.6%
COc1ccc(S(=O)(=O)NNC(=O)Nc2ccccc2OC)c(OC)c1,0.0,60,14.0%,0.1%,5.0%,1.0%,1.4%,11.3%,i,2.5,-7.8%
O=C(COC(=O)CNS(=O)(=O)c1ccc(F)c(F)c1F)NCCc1ccccc1,0.5,53,6.0%,-0.7%,7.2%,-2.2%,-6.8%,-4.0%,i,1.0,-4.5%
COc1cccc(CSc2nnc(C(F)(F)F)n2Cc2ccc(F)cc2)c1,1.6,47,19.3%,2.0%,3.0%,4.9%,-4.0%,-6.1%,i,0.9,0.2%
O=C(NCCCO)c1ccc2[nH]c3c(c2c1)CCCC3,-0.3,57,11.3%,-0.9%,9.4%,0.4%,-9.5%,-15.1%,i,0.7,2.1%
CCC(C)(C(=O)NC1CCCCC1)N(Cc1cccs1)C(=O)c1ccc(=O)[nH]c1 (centres undefined),-0.4,57,7.2%,0.8%,-13.0%,2.6%,1.2%,4.1%,i,0.3,1.5%
CCC(CC)C(=O)Nc1ccc(Sc2ccc([N+](=O)[O-])cc2)cc1,17.8,60,7.4%,-1.6%,0.7%,-3.2%,-3.3%,13.4%,i,2.2,10.0%
Cc1cc(/C=N/Nc2nc(N3CCOCC3)nc(N3CCOCC3)n2)c(C)n1-c1ccccc1,1.0,29,-8.4%,-0.3%,-10.9%,-2.0%,3.2%,-9.9%,i,0.4,1.9%
COc1ccccc1NS(=O)(=O)c1cccc(N=C2N=C(N)c3ccccc32)c1,-0.7,83,11.1%,-0.1%,13.6%,-1.4%,3.3%,6.4%,i,0.2,15.0%
COc1ccc(C(=O)OCC2CC(c3ccccc3)=NO2)cc1OC (centres undefined),3.4,67,-4.8%,-0.1%,3.0%,-0.9%,1.4%,-0.6%,i,0.1,2.0%
COc1cc(OC)c2ccc(=O)oc2c1C(CC(=O)N1CCCC(C)C1)c1ccc2c(c1)OCO2 (centres undefined),0.1,86,7.0%,19.1%,1.0%,16.0%,3.4%,-15.7%,i,1.8,-2.4%
Clc1cccc(CN2COc3c(cc(Cl)c4cccnc34)C2)c1,·,·,22.0%,-1.7%,·,4.6%,-8.9%,-0.4%,·,·,3.9%
CC(=O)NC(CC(=O)O)c1ccc(F)cc1 (centres undefined),1.0,55,7.2%,1.1%,5.6%,1.2%,-1.5%,-0.3%,i,0.4,4.0%

# Of the compounds above, 3 have an aryl thioether with sulfur outside any ring.
SMILES,NTR1 ag,NTR1 ag cell count 20 µM,GPR55 antagonists,HIV peptide binding,MgcRacGAP inhibition,SIAH1 antagonists,LYP phosphatase,GPR35 arrestin U2OS,Myeloid diff 2,Myeloid diff 2 GFP+ MAC1+ %,PhoP inhibition
CCCN(C(=O)CSc1cc(-c2ccccc2)c2ccc(OC)cc2n1)C1CCS(=O)(=O)C1 (centres undefined),3.9,40,7.3%,2.1%,5.0%,4.0%,0.4%,5.4%,i,0.4,1.0%
COc1cccc(CSc2nnc(C(F)(F)F)n2Cc2ccc(F)cc2)c1,1.6,47,19.3%,2.0%,3.0%,4.9%,-4.0%,-6.1%,i,0.9,0.2%
CCC(CC)C(=O)Nc1ccc(Sc2ccc([N+](=O)[O-])cc2)cc1,17.8,60,7.4%,-1.6%,0.7%,-3.2%,-3.3%,13.4%,i,2.2,10.0%

# Next section.
SMILES,NTR1 ag,NTR1 ag cell count 20 µM,GPR55 antagonists,HIV peptide binding,MgcRacGAP inhibition,SIAH1 antagonists,LYP phosphatase,GPR35 arrestin U2OS,Myeloid diff 2,Myeloid diff 2 GFP+ MAC1+ %,PhoP inhibition
N#Cc1ccc(OCC(=O)Nc2ccc3[nH]c(=O)[nH]c3c2)cc1,-0.5,82,·,·,4.3%,·,·,·,i,1.0,0.7%
Cc1ccc(C)c2[nH]c(=O)c(CN(Cc3cccnc3)C(=S)NCc3ccco3)cc12,6.3,62,4.2%,2.3%,-0.4%,0.5%,-3.1%,-4.5%,i,0.7,-4.6%
O=C(NCC(O)CN1CCOCC1)c1ccc([N+](=O)[O-])cc1 (centres undefined),0.2,94,-11.6%,0.0%,9.4%,1.4%,-4.8%,-15.8%,i,0.8,0.3%
CCc1nnc(NC(=O)Cn2nc(-c3ccccc3OC)ccc2=O)s1,-0.9,64,0.1%,-1.0%,15.7%,-0.5%,-8.4%,-0.9%,i,6.6,2.4%
COc1ccc(CCNC(=O)c2cc(S(=O)(=O)N3CCOCC3)ccc2N2CCCC2)cc1OC,-0.1,60,·,·,12.5%,·,·,·,i,1.5,8.8%
COC(C(=O)Nc1ccnn1C1CCN(Cc2ccc(C)s2)CC1)c1ccccc1 (centres undefined),1.0,55,-2.7%,1.1%,6.5%,-1.3%,-7.5%,2.9%,i,8.2,1.3%
O=C(CSc1nnc(NC(=O)c2c(F)cccc2F)s1)NC1CCCC1,-0.4,46,10.5%,0.5%,7.1%,10.3%,-3.0%,1.1%,i,2.5,2.2%
CN(C(=O)Nc1cnc2ccccc2c1)c1ccccc1,1.0,54,9.8%,-0.9%,6.7%,5.6%,-5.4%,4.5%,i,0.2,0.4%
CCOc1ccc(Cl)cc1CNCCCSc1ncccn1,-0.9,58,6.7%,-1.2%,14.3%,-0.7%,-7.8%,-1.2%,i,0.6,9.3%
COc1ccc(C(=O)/C=C(\N)C(F)(F)F)c(O)c1,1.3,69,2.4%,1.8%,-2.2%,2.5%,2.8%,-10.0%,i,7.2,2.8%
CC1Cc2ccccc2N1c1ncnc2c1nnn2Cc1ccccc1Cl (centres undefined),1.9,78,-0.2%,2.6%,4.2%,3.3%,-3.7%,-7.4%,i,0.1,6.3%
CCc1cccc(C)c1NC(=O)CSc1nc2ccccc2n1CC(=O)N(C)C,1.7,41,-2.8%,2.7%,7.4%,-1.7%,-6.8%,7.9%,i,4.7,-3.9%
COc1ccc(C2CC(=O)N(CC(=O)NCC3CCCO3)c3ccccc3S2)cc1 (centres undefined),0.0,93,-1.9%,0.5%,1.0%,16.4%,-6.2%,-5.0%,i,0.6,5.2%
Cc1ccc2nc(N3C(=O)C(O)=C(C(=O)c4ccco4)C3c3cccc(O)c3)sc2c1 (centres undefined),-0.7,66,-7.0%,16.9µM*,16.9%,0.2%,-0.4%,-9.4%,i,1.1,-0.2%

# Compound activity from PubChem.
